# TAG inh: inhibitors of triacylglycerol accumulation, primary screen, cell-based, uHTS, fluorescence, H9c2 | H9c2 cells, Nile Red lipid (TAG) fluorescence; cells loaded with 200 µM oleic acid | 230,000 compounds, 0.66% hits | inhibition, % at 12.5 µM;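 active = pattern-corrected inhibition of lipid staining of at least 50% with the nuclear-stain viability signal not falling by more than 50%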;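 note: 0% = DMSO wells and 100% = triacsin C control wells; some results filed as inactive read as strong as hits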
# TAG inh DAPI viability: recorded beside TAG inh, whose call it bears; DAPI nuclei signal change (viability), lower = more cytotoxic, %;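 whole-well DAPI fluorescence read on a plate reader as a viability signal; minus 50 percent equals half of cells still viable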
# Starred values were filed as active, the others as inactive. An excerpt, so the mix of outcomes need not match the whole.
no.	compound	TAG inh	TAG inh DAPI viability
1	COCCOc1ccc(C(F)(F)F)cc1NC(=O)CN1C(=O)NC2(CCCc3ccccc32)C1=O (stereo not given)	-3.9	-6.9
2	Cc1ccc(/C=C/C(=O)NCc2cccs2)o1	0.9	1.5
3	O=C(C=C1NCCN1)c1ccccc1	0.3	1.7
4	Clc1ccccc1CNCc1ccc2c(c1)OCO2	15.0	9.5
5	Cc1ccc(S(=O)(=O)Nc2cccc3cccnc23)cc1	-38.7	9.7
6	CCCCC(=O)Nc1nnc(SCC(=O)Nc2ccc(OC)cc2)s1	-1.3	5.4
7	COc1ccc(F)cc1C(=O)C1CCCN(Cc2cccn2-c2ccccn2)C1 (stereo not given)	-13.8	31.3
8	COc1ccc(CNC(=O)CCSc2ccc(F)cc2)cc1OC	-2.8	-3.4
9	c1ccc(Cc2noc(CN3CCN(Cc4ccc5c(c4)OCO5)CC3)n2)cc1	-9.1	-11.4
10	O=C(c1ccc(F)c(S(=O)(=O)N2CCOCC2)c1)N(CCc1ccccc1)Cc1ccccc1	-0.2	-11.2
11	Cc1ccc(-c2cc(C(=O)Nc3cc(C)on3)c3ccccc3n2)c(C)c1	14.4	-3.7
12	CC(C)CN(C#N)c1nc(N2CCOCC2)nc(N2CCOCC2)n1	61.8*	-6.6*
13	COc1cc(NS(=O)(=O)c2ccc(NC(=O)c3ccc(F)cc3)cc2)ncn1	5.4	-0.7
14	O=C(Cc1ccccc1)OCC(=O)c1cccc([N+](=O)[O-])c1	24.4	0.0
15	O=C(COc1cccc(Cl)c1)Nc1ccc(N2CCOCC2)cc1	-5.4	-1.1
16	O=C(NCc1cccs1)C1Cc2c(-c3ccccc3Oc3ccccc3)ccnc2O1 (stereo not given)	9.3	-13.8
17	CC1CCC(C(C)C)C(OP(=O)(c2ccccc2)C(O)c2ccncc2)C1 (stereo not given)	13.9	2.4
18	CCOC(=O)/C=C/C(=O)OCc1csc(CC(=O)Nc2ccccc2C)n1	9.2	-0.8
19	CCOC(=O)c1ccc(NC(=O)CSc2ccc(-c3ccncc3)nn2)cc1	10.4	-3.5
20	CC(C)N1CCC(C)(C(=O)Nc2cccc3c2CCCC3)C1 (stereo not given)	-5.0	4.2
21	O=C(CCSCCC(=O)NCC1CCCO1)NCC1CCCO1 (stereo not given)	-6.4	15.6
22	CCN(CC)C(=O)[C@H]1CC(CC(=O)NC/C=C(\C)CCC=C(C)C)C(=O)N2CCc3c([nH]c4ccc(OC)cc34)[C@]12C (stereo not given in full)	22.6	-4.8
23	Cc1ccc(C)c(CSc2nnc(-c3cccs3)n2Cc2ccco2)c1	-9.3	-13.6
24	O=C(CN1C(=O)NC2(CCc3ccccc32)C1=O)Nc1ccccc1OC(F)F (stereo not given)	-15.1	-0.5
25	O=C(Nc1ccccc1Cl)c1ccc(-c2ccccn2)s1	-10.9	6.5
26	COc1ccc2nc(NC(=O)CSC(C)C(=O)Nc3cc(C)on3)sc2c1 (stereo not given)	24.0	0.8
27	CCOC(=O)C1CCN(c2c(Nc3ccc4c(c3)OCCO4)c(=O)c2=O)CC1	-1.6	-0.5
28	Cc1cccc(/C=C(\c2nc3ccccc3[nH]2)S(=O)(=O)c2ccccc2)c1	40.4	-51.6
29	CCOc1ccc(N=C2SCC(=O)N2CC)cc1	-4.3	0.8
30	O=C(NS(=O)(=O)c1ccc2c(c1)OCCO2)c1ccccc1	10.8	-1.5
31	O=C(COc1ncnc2c(Cl)cc(Cl)cc12)N1CCN(S(=O)(=O)c2ccccc2)CC1	10.7	-10.7
32	C=C1[C@@H](O)[C@H](CC(C)C)N(Cc2ccccc2Br)S1(=O)=O	28.2	5.5
33	CC(/C=N/NC(=O)c1cccnc1)=C\c1ccccc1	5.9	-0.6
34	COc1ccc(C=O)cc1OS(=O)(=O)c1ccccc1[N+](=O)[O-]	-1.6	4.0
35	COc1ccc(N(C(=O)c2ccco2)C(C(=O)NC2CCCC2)c2cccs2)cc1OC (stereo not given)	11.7	-14.5
36	O=P(c1ccccc1)(c1ccccc1)C(O)c1ccco1 (stereo not given)	-6.0	-0.4
37	CCOP(=O)(c1ccccc1)C1(C#N)CC1 (stereo not given)	9.4	-10.6
38	COc1cc(OC)cc(-n2nc(C(=O)NCCCN3CCOCC3)c3ccccc3c2=O)c1	14.2	-8.9
39	O=C1CC(c2cccc(Br)c2)C2=C(CCCC2=O)N1 (stereo not given)	-11.2	4.6
40	CCOc1ccc(CN2CCN(CCCn3cccn3)CC2CCO)cc1 (stereo not given)	-5.0	6.2
41	CN(C)CCNc1oc(COc2ccc(Cl)cc2)nc1C#N	0.6	7.1
42	Cc1cccc(C(=O)NNC(=O)c2ccc3ccccc3c2)c1	10.5	-5.0
43	CCOC(=O)N1CCN(CC(=O)n2c(C)c(C)c3ccccc32)CC1	-29.4	16.6
44	Cc1[nH]nc2c1C(c1cn[nH]c1-c1ccc(F)cc1)C(C#N)=C(N)O2 (stereo not given)	-3.3	14.1
45	O=C(Nc1cccc(Cl)c1N1CCOCC1)c1cccnc1Cl	8.3	-6.2
46	Cc1ccccc1OCc1nnc(SCC(=O)N2CCc3ccccc32)n1C	11.7	-2.7
47	NNC(=O)CCN1CCN(C(c2ccccc2)c2ccccc2)CC1	9.1	19.8
48	c1ccc(OCc2nnnn2-c2ccccc2)cc1	1.6	-4.1
49	O=C(CCCN1C(=O)c2ccccc2C1=O)OC1CSCC1NC(=O)c1ccccc1 (stereo not given)	1.7	0.3
50	O=C(NNC(=O)c1csc(N2CCOCC2)n1)c1cccnc1	0.4	9.5
51	CN(C)CCCN=C(NO)c1ccc(Cl)cc1Cl	15.4	-15.1
52	O=C1c2ccccc2[C@@H]2C[C@@H](O)[C@H](Nc3cccc(C(F)(F)F)c3)CCN12	17.9	-12.4
53	Cc1ccccc1C(=O)N1CCC(C(=O)Nc2cccc(F)c2)CC1	-4.2	-5.4
54	O=C1NC2(CCc3ccccc32)C(=O)N1CCOc1ccc(Cl)cc1 (stereo not given)	13.1	-1.9
55	CCN(CC(=O)Nc1ccccc1C(=O)Nc1ccccc1)Cc1nc2ccccc2c(=O)[nH]1	7.9	-11.8
56	O=C(N/N=C/c1ccc(OC(=O)c2ccccc2Cl)cc1)c1ccccn1	11.4	-8.4
57	COc1ccc(-c2c3c(=O)n(C)c(=O)n(C)c3cn2-c2ccccc2)cc1	4.9	-8.1
58	C(#Cc1ccccc1)CN1CCOCC1	10.6	-9.8
59	CCOC(=O)C1=C(CC)Nc2ccccc2N=C1NC(=O)c1oc2ccccc2c1C	27.0	0.6
60	COc1cc(C#N)ccc1OCC(=O)Nc1cccc(S(=O)(=O)N2CCCC2)c1	-1.9	2.0

# Given in transposed form: 21 of the compounds above.
40	CCOc1ccc(CN2CCN(CCCn3cccn3)CC2CCO)cc1 (stereo not given)
41	CN(C)CCNc1oc(COc2ccc(Cl)cc2)nc1C#N
42	Cc1cccc(C(=O)NNC(=O)c2ccc3ccccc3c2)c1
43	CCOC(=O)N1CCN(CC(=O)n2c(C)c(C)c3ccccc32)CC1
44	Cc1[nH]nc2c1C(c1cn[nH]c1-c1ccc(F)cc1)C(C#N)=C(N)O2 (stereo not given)
45	O=C(Nc1cccc(Cl)c1N1CCOCC1)c1cccnc1Cl
46	Cc1ccccc1OCc1nnc(SCC(=O)N2CCc3ccccc32)n1C
47	NNC(=O)CCN1CCN(C(c2ccccc2)c2ccccc2)CC1
48	c1ccc(OCc2nnnn2-c2ccccc2)cc1
49	O=C(CCCN1C(=O)c2ccccc2C1=O)OC1CSCC1NC(=O)c1ccccc1 (stereo not given)
50	O=C(NNC(=O)c1csc(N2CCOCC2)n1)c1cccnc1
51	CN(C)CCCN=C(NO)c1ccc(Cl)cc1Cl
screen / no.	40	41	42	43	44	45	46	47	48	49	50	51
TAG inh	-5.0	0.6	10.5	-29.4	-3.3	8.3	11.7	9.1	1.6	1.7	0.4	15.4
TAG inh DAPI viability	6.2	7.1	-5.0	16.6	14.1	-6.2	-2.7	19.8	-4.1	0.3	9.5	-15.1

52	O=C1c2ccccc2[C@@H]2C[C@@H](O)[C@H](Nc3cccc(C(F)(F)F)c3)CCN12
53	Cc1ccccc1C(=O)N1CCC(C(=O)Nc2cccc(F)c2)CC1
54	O=C1NC2(CCc3ccccc32)C(=O)N1CCOc1ccc(Cl)cc1 (stereo not given)
55	CCN(CC(=O)Nc1ccccc1C(=O)Nc1ccccc1)Cc1nc2ccccc2c(=O)[nH]1
56	O=C(N/N=C/c1ccc(OC(=O)c2ccccc2Cl)cc1)c1ccccn1
57	COc1ccc(-c2c3c(=O)n(C)c(=O)n(C)c3cn2-c2ccccc2)cc1
58	C(#Cc1ccccc1)CN1CCOCC1
59	CCOC(=O)C1=C(CC)Nc2ccccc2N=C1NC(=O)c1oc2ccccc2c1C
60	COc1cc(C#N)ccc1OCC(=O)Nc1cccc(S(=O)(=O)N2CCCC2)c1
screen / no.	52	53	54	55	56	57	58	59	60
TAG inh	17.9	-4.2	13.1	7.9	11.4	4.9	10.6	27.0	-1.9
TAG inh DAPI viability	-12.4	-5.4	-1.9	-11.8	-8.4	-8.1	-9.8	0.6	2.0

# (list continues)
no.	compound	TAG inh	TAG inh DAPI viability
61	CCCCn1c(=O)cc(N2CCOCC2)[nH]c1=O	7.8	3.8
62	CCOCCCNC(=O)C(NC(=O)CNC(=O)c1ccccc1)c1ccc(C)cc1 (stereo not given)	6.9	-8.8
63	O=C(NC1CC1)C1CC(=O)N(c2cccc(Cl)c2)C1 (stereo not given)	-12.2	8.3
64	CCc1ccc(C(=O)NC(CCSC)C(=O)OC)cc1 (stereo not given)	4.2	-9.2
65	CC(=O)Nc1ccc(SCC(=O)OCC(=O)NC(=O)NC2CCCC2)cc1	-6.3	-2.2
66	Cc1ccc(NC(=O)COC(=O)CNC(=O)C2CCCCC2)c(Br)c1	7.8	0.2
67	O=S(=O)(Cc1ncc(C(F)(F)F)cc1Cl)c1ccccc1	-10.9	3.4
68	CC(=O)c1cccc(NC(=O)COC(=O)c2n[nH]c3ccccc23)c1	9.2	-3.5
69	CSCCC(C)N1CCC(Oc2ccc(C(=O)NCc3ccccn3)cc2)CC1 (stereo not given)	0.3	-1.4
70	CCn1c(SCC(=O)Nc2cc(C)on2)nnc1-c1ccccc1	-3.4	-0.4
71	COCC(=O)N1CCCC(C(=O)c2ccc(Oc3ccccc3)cc2)C1 (stereo not given)	4.2	-3.6
72	COc1ccc(CCNC(=O)c2cc(-c3ccccn3)nc3ccccc23)cc1	-1.6	-4.1
73	Cc1nnc(SCc2nnc(-c3cccs3)o2)n1C	-14.9	16.1
74	N=c1n(CCN2CCCCC2)c2ccccc2n1CC(=O)c1cccc([N+](=O)[O-])c1	35.5	1.1
75	CCCC(=O)n1nc(-c2ccccc2)nc1SC	-4.3	-6.0
76	O=C(c1ccccn1)N(Cc1ccco1)C1(C(=O)Nc2ccc(Br)cc2)CCCCC1	-10.4	0.7
77	CSc1ccccc1C(=O)OCC(=O)Nc1cccnc1Cl	-26.4	6.7
78	C=C[C@H](Cc1ccccc1)N(Cc1ccccc1)S(=O)(=O)N(Cc1ccccc1)[C@H](C=C)Cc1ccccc1	-27.9	11.7
79	CC(C)(O)CC[C@@H](O)[C@](C)(O)C1CC[C@@]2(O)C3=CC(=O)[C@]4(O)C[C@@H](O)[C@@H](O)C[C@]4(C)C3CC[C@]12C (stereo not given in full)	2.0	1.0
80	COc1ccc(NC(=O)c2cc(S(=O)(=O)N3CCCC3)ccc2C)cn1	-6.1	1.2

# Rewritten as labelled records: part of the list above
37: CCOP(=O)(c1ccccc1)C1(C#N)CC1 (stereo not given)
  TAG inh: 9.4
  TAG inh DAPI viability: -10.6
71: COCC(=O)N1CCCC(C(=O)c2ccc(Oc3ccccc3)cc2)C1 (stereo not given)
  TAG inh: 4.2
  TAG inh DAPI viability: -3.6

# Continuation:
no.	compound	TAG inh	TAG inh DAPI viability
81	OCC[C@@H]1C[C@@H](O)[C@H](O)[C@@]2(Cc3ccccc3O2)O1	-0.7	16.8
82	CC(C)c1ccccc1NC(=O)CCCC(=O)O	9.6	15.2
83	COc1ccc(CN2C3CCCC2CC(NC(=O)Nc2ccccc2)C3)cc1 (stereo not given)	21.6	0.0
84	Cn1cccc1CN1CCC[C@]2(N[C@H](c3ccc(C(F)(F)F)cc3)[C@@H]3C(=O)N(Cc4ccccc4)C(=O)[C@@H]32)C1=O	1.1	7.3
85	Cc1nc(N)[nH]c(=O)c1Oc1cccc(C(F)(F)F)c1	-6.1	6.0
86	CCN(CC(=O)NC(C)(C)C)C(=O)COc1c(Cl)cc(Cl)c2ccc(C)nc12	13.1	10.7
87	O=C(NNc1ncnc2c1cnn2-c1ccccc1)c1ccco1	3.7	-5.4
88	COc1cc(C=NNc2ccccc2)ccc1OC(=O)c1ccccc1	2.1	1.2
89	COc1ccc(-n2nc(C(=O)N3CCN(Cc4ccc5c(c4)OCO5)CC3)c3ccccc3c2=O)cc1	4.5	-9.3
90	Cc1ccc(NS(=O)(=O)c2cc(C(=O)N3CCN(C)CC3)ccc2C)cc1C	3.5	-7.6
91	CC(=O)Nc1ccc(NC(=O)C(C)n2c3ccccc3c3nc(=O)cc(C)n32)cc1 (stereo not given)	-9.1	1.9
92	CC(C)(C)C(=O)COC(=O)c1ccccc1O	-18.5	5.3
93	O=C(O)C#Cc1cccc2ccccc12	1.2	0.6
94	Cc1ccc(/C=N/n2c(-c3ccncc3)n[nH]c2=S)s1	1.1	1.1
95	CCOc1ccc2[nH]c(=O)c(CN(Cc3ccco3)C(CC)c3nnnn3Cc3ccccc3)cc2c1 (stereo not given)	4.7	-0.5
96	O=C(Nc1ncc2c(n1)CC(c1cccc(Cl)c1)CC2=O)c1ccco1 (stereo not given)	10.9	-0.5
97	O=C(Nc1ccccc1N1CCN(C(=O)c2ccc(Cl)cc2)CC1)c1cc2ccccc2o1	35.5	4.5
98	O=C(NCc1ccccc1)c1cc(C2COCCN2C(=O)c2cccs2)on1 (stereo not given)	3.7	19.5
99	Cc1c(C)n(CCN(C)C)c2ccc(C(=O)OCCN(C)C)cc12	16.5	25.2
100	C/C(=N/N=C1\SCC(=O)N1c1ccccc1)c1ccc(C)cc1	-1.9	4.6

# Assay outcomes: PubChem BioAssay, Sanford-Burnham Center for Chemical Genomics
